TAAR1 antag: human TAAR1 antagonism | inhibition, % at 3 µM | 1.5% of 360,000 active | Q96RJ0 | CHO RD-HGA16 TAAR1, Fluo-8 calcium fluorescence, antagonist;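 active = inhibition above a per-plate cutoff, the mean inhibition of test compounds on that plate plus 3 SD, cut at about 49% in these data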;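 note: 0% = DMSO plus EC80 beta-PEA response and 100% = DMSO alone without agonist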
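System: CHO RD-HGA16 cells bearing hTAAR1. Reagent: EC80 β-phenethylamine stimulus. Schedule: seeding 17-24 h prior, 75-min 37 °C, 30-min RT dye loading. Signal: Fluo-8 intracellular calcium dye fluorescence, real-time kinetic reads. Read-out: % inhibition from peak post-agonist over basal fluorescence ratio. Benchmarks: vehicle wells and EC80 agonist wells. Replicates: n of 1.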
OXTR potentiate: potentiates the human oxytocin receptor response. 0.061% of 320,000 active. CHO-OTR cells, Fluo-8 calcium fluorescence, potentiator mode; 0% = oxytocin EC15, 100% = EC100. activation, % at 3 µM. P30559;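 active = activation above that plate's cutoff, the mean activation of tested compounds plus 3 SD, cut at about 6.6% in these data, passing the limit was not always enough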;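 note: 100% uses oxytocin at 75 nM as the full agonist control; some results filed as inactive read as strong as hits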
Target sequence (P30559 whole entry, looked up): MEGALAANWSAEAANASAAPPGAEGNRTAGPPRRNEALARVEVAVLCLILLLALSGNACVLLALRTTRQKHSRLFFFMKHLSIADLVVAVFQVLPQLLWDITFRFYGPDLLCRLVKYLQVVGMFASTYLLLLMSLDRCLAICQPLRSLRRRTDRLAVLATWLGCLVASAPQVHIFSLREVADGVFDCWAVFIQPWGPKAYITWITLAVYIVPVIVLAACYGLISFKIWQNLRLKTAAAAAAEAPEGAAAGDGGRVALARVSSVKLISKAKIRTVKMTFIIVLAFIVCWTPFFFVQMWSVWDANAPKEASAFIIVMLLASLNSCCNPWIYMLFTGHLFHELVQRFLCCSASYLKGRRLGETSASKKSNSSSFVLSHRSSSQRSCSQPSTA
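Material: human OTR in CHO cells. Compound: 3.0 µM, one dose. Timing: compound 6 min at room temperature before oxytocin, 100 s read. Evaluation: % activation of max/min ratio relative to oxytocin controls. Replication: single well per compound, singlicate. Signal: Fluo-8 calcium dye fluorescence.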
CHO-K1 Ca ag: counter-screen for M1 agonists: effect in parental CHO-K1 cells; Fluo-8 calcium fluorescence; scaled to maximal ATP response, vehicle zero; 0.48% of 360,000 active; AID 602248; activation, % at 3 µM; in the data active = activation above about 15%;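 note: untransfected CHO-K1 host cells lacking M1 receptor as counterscreen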
V1aR counter: activates human V1a receptor in oxytocin agonist counter-screen; P37288; CHO-V1R cells, Fluo-8 calcium fluorescence, agonist mode; 0% DMSO, 100% 3 nM vasopressin; activation, % at 3 µM; 0.25% of 320,000 active;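 active = activation above the mean activation of all tested compounds plus 3 SD, per screening run, cut at about 20% in these data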;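 note: signal is peak over basal fluorescence ratio across a 100 second FLIPR read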
Target sequence (P37288 whole entry, looked up): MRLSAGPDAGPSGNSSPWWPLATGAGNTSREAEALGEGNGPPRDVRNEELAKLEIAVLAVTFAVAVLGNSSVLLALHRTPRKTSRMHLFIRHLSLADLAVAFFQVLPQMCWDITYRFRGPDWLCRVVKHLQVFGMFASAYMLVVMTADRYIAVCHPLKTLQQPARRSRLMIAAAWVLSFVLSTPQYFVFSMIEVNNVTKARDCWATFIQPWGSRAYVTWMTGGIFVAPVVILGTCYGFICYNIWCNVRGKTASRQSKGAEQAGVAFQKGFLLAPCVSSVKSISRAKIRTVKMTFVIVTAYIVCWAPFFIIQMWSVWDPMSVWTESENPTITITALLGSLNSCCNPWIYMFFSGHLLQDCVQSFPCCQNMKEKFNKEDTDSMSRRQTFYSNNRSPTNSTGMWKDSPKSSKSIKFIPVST
M1 ag: agonists of human M1 muscarinic receptor | 0.33% of 360,000 active | AID 588814 | activation, % at 3 µM | CHO-K1 hM1, Fluo-8 calcium fluorescence, agonist mode; 0% DMSO, 100% acetylcholine EC100;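 active = activation above the run's mean compound activation plus 3 SD, cut at about 16% in these data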;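 note: peak over basal fluorescence ratio within a 140 s kinetic read after compound addition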
TAAR1 agonist: human TAAR1 agonism; CHO RD-HGA16 TAAR1, Fluo-8 calcium fluorescence; vehicle wells 0%, saturating PEA agonist 100%; AID 624467; 0.99% of 360,000 active; Q96RJ0; activation, % at 3 µM;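 active = activation above the mean activation of all test compounds in the run plus 3 SD, cut at about 38% in these data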
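Repeats: no replicates (n 1) | Material: CHO-derived RD-HGA16 cells with stable Gα16 and human TAAR1 | Technique: Kinetic Fluo-8 calcium fluorescence | Schedule: 17-24 h seeding, 75 min 37 °C dye, 30 min RT | Evaluation: % activation from peak over basal fluorescence ratio, DMSO-to-PEA scaled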
M1 PAM parental: nonselective activator or artifact in parental CHO-K1 calcium assay; ATP EC20, Fluo-8 calcium fluorescence; 0% at ATP EC20, 100% at ATP max; activation, % at 3 µM; 0.02% of 360,000 active; AID 602247;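 active = activation above the run cutoff, the mean activation of all test compounds plus 3 SD, cut at about 40% in these data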;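 note: peak over basal fluorescence ratio in a 140 s read after ATP addition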
CHO parental Ca: counter-screen: ATP calcium response change in parental CHO cells | 0.63% of 330,000 active | inhibition, % at 5.6 µM | parental CHO-K1, ATP-induced calcium, Fluo-8 fluorescence;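 active = inhibition above that plate's mean sample inhibition plus 3 SD, cut at about 26% in these data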;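 note: 0% = ATP-challenged DMSO wells and 100% = DMSO wells without ATP; some compounds past the cut are filed as inactive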
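material = parental CHO cells | also added = ATP as calcium-mobilizing challenge | dosing = single point at 5.6 µM | detection = intracellular calcium via Fluo-8 no-wash fluorescent dye | read-out = % inhibition | benchmarks = low control ATP plus DMSO, high control DMSO only | repeats = one well per compound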
CHO-K1 Ca antag: nonselective inhibitor or artifact in parental CHO-K1 cells. AID 602250. 0.6% of 360,000 active. ATP-induced calcium, Fluo-8 fluorescence. inhibition, % at 3 µM;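 active = inhibition above a per-plate cutoff, the plate's mean sample inhibition plus 3 SD, cut at about 24% in these data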;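 note: 0% = DMSO plus EC80 ATP and 100% = DMSO alone without ATP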
Numbers without * were called inactive; . = not tested or not shown.

compound	TAAR1 agonist	V1aR counter	CHO parental Ca	CHO-K1 Ca ag	M1 ag	TAAR1 antag	CHO-K1 Ca antag	M1 PAM parental	OXTR potentiate
Cc1ccc(CNC(=O)C2=CCN(S(=O)(=O)c3ccc(C)cc3)CC2)cc1	0	2.1	-1	1.3	-3	31	-6	9	-3
COc1ccc(Cn2nnnc2C(CC(C)C)N2CCN(c3ccccc3)CC2)cc1 (configuration not stated)	-1	-1.2	-30	-0.3	-4	30	-13	7	-12
O=[N+]([O-])C(C1CCS(=O)(=O)C1)C1CCS(=O)(=O)C1 (configuration not stated)	6	-0.1	5	-0.3	-3	6	-1	-5	-12
Cc1ccc(S(=O)(=O)N2CCCC(C(=O)NCCC3=CCCCC3)C2)cc1 (configuration not stated)	2	-0.6	-17	0.9	-8	-5	-9	21	-1
COc1ccc(CNCc2ccc(OC)c3ccccc23)cc1	9	-0.2	-22	0.5	-1	-5	-4	9	2
COCCCNC(=O)/C(=C\c1cccn1C)NC(=O)c1cccs1	4	0.2	-4	0.6	-2	6	-13	18	-5
CCOCCCNC(=O)c1ccc(OC(C)=O)cc1	18	0.6	0	0.1	1	1	-10	9	-4
CCN1CCN(CC(=O)Nc2nc3ccc(OC)cc3s2)CC1	13	0.3	-10	0.1	-4	-7	-2	-3	-6
Cc1ccc(N=C2NC(=O)C(CC(=O)O)S2)cc1 (configuration not stated)	.	1.1	8	-0.1	1	.	-3	13	3
COc1ccc(C(CNS(=O)(=O)c2ccccc2)N2CCN(C)CC2)cc1 (configuration not stated)	2	-0.1	-16	0.9	-5	-10	-6	8	5
CC(C)(C)C1CCC2(CC1)Nc1cccc3cccc(c13)N2	-1	-1.0	8	-0.6	0	-7	-14	12	-4
COC(=O)Cc1[nH]n(-c2nc3ccccc3s2)c(=O)c1C(C)=Nc1ccc(OC)cc1	-1	-0.2	-10	0.2	-2	-8	-7	9	-5
CCOC(=O)C1CCCN(S(=O)(=O)Cc2ccc(Cl)cc2)C1 (configuration not stated)	2	-0.5	-10	1.9	-5	-18	-14	11	-7
Cc1ccc2oc(-c3cccc(NC(=O)C4CCCO4)c3)nc2c1 (configuration not stated)	6	-0.2	-16	1.1	5	2	-4	-9	-10
O=C(CN(c1cccc(Cl)c1)S(=O)(=O)c1ccc(Cl)cc1)NCc1ccccn1	-1	-0.3	-20	1.2	-5	-38	-5	13	-14
COc1cccc(/C=C/C(=O)OCC(=O)Nc2cc(S(=O)(=O)N3CCOCC3)ccc2C)c1	3	1.8	-21	3.5	1	-6	-7	15	-9
Cc1ccc(C(C(=O)NC2CCCCC2)N(Cc2ccco2)C(=O)C2COc3ccccc3O2)o1 (configuration not stated)	3	0.9	-16	0.6	-2	12	-5	14	-14
CNC(=S)N1CCN(c2nc(-c3ccc(F)cc3)cs2)CC1	5	6.1	9	5.2	0	18	14	-14	-22
COc1ccc(-c2cc(=O)oc3c(C)c(OCC(=O)NCCCn4ccnc4)ccc23)cc1	4	1.3	-13	2.0	-13	2	-4	16	-1
Fc1ccc(C2=NNC(=NCc3ccccc3)SC2)cc1F	-2	.	.	1.0	-6	-7	-17	11	.
Cc1ccsc1C1C2=C(CC(C)(C)CC2=O)Nc2ncnn21 (configuration not stated)	0	0.0	-13	-0.8	0	-8	-3	0	-2
Cc1cccc(C)c1-n1nnnc1-c1cnccc1C(F)(F)F	5	0.2	4	4.3	0	16	1	14	-7
CC(CC(=O)O)CC(=O)NNC(=O)c1cccc(Br)c1 (configuration not stated)	4	1.2	0	2.5	-6	-5	-14	29	4
CC(NC(=O)Cn1nc(C(=O)O)c2ccccc2c1=O)c1ccccc1 (configuration not stated)	6	0.8	-9	0.0	1	-23	-2	-3	-13
O=C1CCC(=O)N1OCCCOc1ccc2c(c1)CCC2	17	3.3	3	0.9	-3	-3	-7	4	-13
CN(Cc1ccccc1)C(=O)c1[nH]cnc1C(=O)Nc1nccs1	3	0.1	-8	-0.1	-3	9	-2	-3	-2
O=S(=O)(/N=C(/Nc1ccccc1)c1ccccc1O)c1ccccc1	2	1.3	-15	0.2	-1	22	-14	20	-3
CCOC(=O)/C(=C\c1ccccc1)C(=O)c1cc(C(C)=O)c(Nc2ccccc2)s1	2	0.3	-10	0.7	-5	-12	-9	13	-6
COC(=O)CNC(=O)COC(=O)/C=C/c1ccc(F)cc1	4	3.0	1	0.5	-1	11	-7	15	7
CCc1ccc(C(O)c2ncc(-c3cccc(F)c3)[nH]2)cc1 (configuration not stated)	2	.	.	1.5	4	10	-3	-4	.
Cc1ccc(NC(=O)CCS(=O)(=O)c2cc3[nH]c(=O)c(=O)[nH]c3cc2C)cc1	3	0.1	-5	0.6	-2	-15	-16	8	-9
CN(C)c1nc(SCc2ccccc2)nc(N2CCOCC2)n1	3	-0.7	-22	0.3	-2	-9	-16	20	-10
CS(=O)(=O)N1CCN(c2ccc(NC(=O)CSc3ccc(Cl)cc3)cc2)CC1	8	1.2	5	2.4	-5	-3	0	21	0
CSc1nnc(N2C(=O)C(O)=C(C(=O)c3ccco3)C2c2ccccc2)s1 (configuration not stated)	2	15	19	2.2	4	-41	-5	-4	-3
O=C(Cn1cccc1C(=O)c1ccccc1)NCCCc1ccccc1	-2	0.6	-6	0.1	-2	1	-6	13	-2
Cc1cc(Cl)ccc1NC(=S)NCCC(c1ccccc1)c1ccccc1	9	6.8	37*	0.9	-1	36	20	-5	-22
CC(C)Oc1ccc(OCCn2c(S(=O)(=O)O)nc3c(N)ncnc32)cc1	2	.	.	0.1	-1	-9	-15	23	.
Cc1cc(SCC(=O)N(CC(C)C)c2c(N)n(CC(C)C)c(=O)[nH]c2=O)nc2ccccc12	12	-0.1	-11	-0.5	5	0	3	-19	0
CC(=O)Nc1sc(C)c(C)c1C(=O)OCC(=O)Nc1cc(S(C)(=O)=O)ccc1Cl	3	1.1	-8	1.5	-4	-22	-5	5	1
CN=C(c1ccc([N+](=O)[O-])cc1)N1CCCCC1	3	-0.9	13	0.3	-7	1	-9	-12	-2
Cc1noc(C)c1CSCC(=O)Nc1cc(S(C)(=O)=O)ccc1Cl	3	0.5	-1	0.6	-3	-26	-8	-6	5
COCCCn1c(C(=O)NCCC2=CCCCC2)cc2c(=O)n3cccc(C)c3nc21	2	0.0	-12	1.3	-4	-20	-16	16	-2
O=C(CCNS(=O)(=O)c1ccccc1)OCC(=O)c1ccc(F)cc1	4	11	1	7.5	3	-8	1	0	-19
CCOc1ccc(C(=O)C[n+]2ccc(C(=O)NCc3ccccc3)cc2)cc1	1	0.2	14	0.8	-6	21	-13	11	-9
Cc1cccc(C(=O)NCCN2CCN(c3ccccc3)CC2)c1	1	-0.8	-12	1.8	-4	-12	-8	26	0
CC(Nc1ccc(F)cc1F)C(=O)NC(=O)NC1CCCCC1 (configuration not stated)	6	-0.9	-18	13	-8	-5	5	17	1
COc1cc(CNCc2ccccn2)ccc1OCc1cccc(Cl)c1	10	11	-18	9.3	-4	-8	-19	18	-4
Cc1ccc(CNC(=O)COC(=O)c2cc3c(s2)CCC(C)C3)cc1 (configuration not stated)	-1	1.5	-13	0.7	-6	-15	0	14	-11
COc1cccc(NC(=O)c2ccc(NC(C)=O)cc2)c1	6	0.4	-10	0.1	-2	20	-4	7	-6
CCN(CC)c1ccc(C=Nc2cc(C)ccc2C)c(O)c1	0	-0.8	-4	-0.2	-2	4	1	-4	-7

Part of the list above in order of SMILES length, ascending:
compound	TAAR1 agonist	V1aR counter	CHO parental Ca	CHO-K1 Ca ag	M1 ag	TAAR1 antag	CHO-K1 Ca antag	M1 PAM parental	OXTR potentiate
CN(C)c1nc(SCc2ccccc2)nc(N2CCOCC2)n1	3	-0.7	-22	0.3	-2	-9	-16	20	-10
O=C(Cn1cccc1C(=O)c1ccccc1)NCCCc1ccccc1	-2	0.6	-6	0.1	-2	1	-6	13	-2
O=C(CCNS(=O)(=O)c1ccccc1)OCC(=O)c1ccc(F)cc1	4	11	1	7.5	3	-8	1	0	-19

The list continues.
compound	TAAR1 agonist	V1aR counter	CHO parental Ca	CHO-K1 Ca ag	M1 ag	TAAR1 antag	CHO-K1 Ca antag	M1 PAM parental	OXTR potentiate
CCCCNC(=O)C1(C)CCCCN1C(=O)c1cc(C#N)cs1 (configuration not stated)	3	.	.	0.8	-3	-18	-5	-9	.
CSc1ccccc1OCc1cc(C(=O)N(C)Cc2c(C)n[nH]c2C)no1	.	0.9	-14	1.1	-2	.	1	-13	-4
CN(C(=O)c1cccc(NC(=O)Cc2ccc([N+](=O)[O-])cc2)c1)C1CCCC1	8	6.0	-1	3.6	-5	10	-9	-5	-7
O=C(NCCc1ccccc1)c1cc2ccccc2oc1=O	3	0.1	0	-0.2	-3	-16	-5	5	-12
CN(C)NC(=O)C(NC(=O)c1ccccc1)C12CC3CC(CC(C3)C1)C2 (configuration not stated)	4	-0.1	-13	-0.1	-3	-1	3	3	-7
O=C(Nc1scc(-c2ccc(F)cc2)c1C(=O)O)c1ccco1	0	-0.7	-12	-0.2	-4	-15	1	6	-17
Cc1nnsc1S(=O)c1ccc(Cl)c(Cl)c1 (configuration not stated)	5	0.8	-17	0.7	-6	-6	-2	17	-1
O=C(Nc1ccc2snnc2c1)N1CCN(c2ccccc2)CC1	9	5.3	-10	2.6	-3	6	1	7	-24
Cc1ccc(S(=O)(=O)N2CCCN(C)CC2)cc1	-1	1.2	-4	-0.2	-9	-16	-17	22	-16
Cc1ccc(NC(=S)NC(=O)c2c(-c3ccccc3Cl)noc2C)cc1	5	2.0	-17	0.3	-6	-10	-1	13	-14
COc1ccc2c(=O)cc(-c3ccncc3)oc2c1OC	0	.	.	0.4	-4	9	-10	18	.
COc1cc(/C=N\NC(=O)c2ccc(=O)[nH]n2)cc(OC)c1OC	8	0.2	-8	1.1	-1	-10	-2	10	-10
CC1=NN(C(N)=S)C(=O)C1N=Nc1ccc(F)cc1 (configuration not stated)	-2	.	.	0.3	-1	4	-13	6	.
COc1ccc(C(=O)SC2=NCCS2)cc1OC	8	0.2	3	-0.2	0	-3	4	6	3
